UBC13 polyUb: inhibitors of human UBC13 polyubiquitin chain formation; TR-FRET; AID 485273; inhibition, % at 20 µM; 330,000 compounds, 0.47% hits; in the data active = inhibition above about 45%, passing the limit was not always enough
Target sequence (P61088 whole entry, looked up): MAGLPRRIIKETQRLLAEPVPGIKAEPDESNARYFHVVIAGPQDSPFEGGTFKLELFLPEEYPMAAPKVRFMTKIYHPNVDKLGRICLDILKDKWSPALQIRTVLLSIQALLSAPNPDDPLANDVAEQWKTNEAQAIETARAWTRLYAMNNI
Apaf-1 inh: blocks human Apaf-1 apoptosome activity; O14727; reconstituted apoptosome caspase-3 activity, DEVD-Rh110 fluorescence; inhibition, % at 20 µM; 330,000 compounds, 0.71% hits; active = inhibition of at least 40% at 20 µM;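 note: plate controls were DMSO wells for no effect and DEVD-CHO caspase inhibitor wells for full effect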
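Material: cell-free apoptosome with Apaf-1, procaspase-3 and caspase-9; Buffer or medium: Hepes pH 7.5 with detergent and BSA; Reagent: cytochrome c trigger plus (Z-DEVD)2-Rh110 caspase-3 substrate; Times: compound with Apaf-1, dATP, procaspase-3 30 min, then 50 min reaction, room temperature; Technique: Rh110 fluorescence intensity.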
Jurkat NFkB inh: lowers PMA/ionomycin-induced NF-kB signal in Jurkat cells; PMA/ionomycin-induced NF-kB luciferase reporter, luminescence; inhibition, % at 4 µM; 330,000 compounds, 0.53% hits; AID 435003
Gli-Sufu block: blocks Gli-Sufu signaling in a luciferase reporter. Sufu-KO-LIGHT fibroblasts, Gli luciferase reporter luminescence. inhibition, % at 5 µM. 340,000 compounds, 0.74% hits. AID 588413;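 active = inhibition above about 55%, limit read from the data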;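 note: 0% = DMSO-treated cells and 100% = wells with medium but no cells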
697 NFkB inh: inhibitors of the PMA/ionomycin-induced NF-kB reporter in 697 B cells; 697 B-cell NF-kB luciferase reporter, 16 h; inhibition, % at 4 µM; 330,000 compounds, 0.33% hits; AID 435022; in the data active = inhibition above about 35%
SENP8 block: inhibitors of human SENP8 protease | Q96LD8 | purified SENP8, Z-RLRGG-aminoluciferin cleavage, luminescence | inhibition, % at 10 µM | 330,000 compounds, 1.2% hits | AID 2540
Target sequence (Q96LD8 whole entry, looked up): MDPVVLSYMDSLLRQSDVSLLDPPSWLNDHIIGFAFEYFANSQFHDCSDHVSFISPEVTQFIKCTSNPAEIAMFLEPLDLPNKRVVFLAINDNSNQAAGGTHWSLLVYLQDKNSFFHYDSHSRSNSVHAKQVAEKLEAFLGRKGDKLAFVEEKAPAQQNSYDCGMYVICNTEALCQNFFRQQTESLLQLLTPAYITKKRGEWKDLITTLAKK
SENP7 inh: SENP7 protease inhibition | recombinant SENP7, Z-RLRGG-aminoluciferin luminescence, 40 min | inhibition, % at 5 µM | 330,000 compounds, 1.5% hits | AID 434973;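 active = inhibition above about 50% at the single test dose, limit read from the data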;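 note: plate controls were DMSO with enzyme for no effect and no enzyme buffer wells for full effect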
Target sequence (Q9BQF6 706-1050 limits assumed): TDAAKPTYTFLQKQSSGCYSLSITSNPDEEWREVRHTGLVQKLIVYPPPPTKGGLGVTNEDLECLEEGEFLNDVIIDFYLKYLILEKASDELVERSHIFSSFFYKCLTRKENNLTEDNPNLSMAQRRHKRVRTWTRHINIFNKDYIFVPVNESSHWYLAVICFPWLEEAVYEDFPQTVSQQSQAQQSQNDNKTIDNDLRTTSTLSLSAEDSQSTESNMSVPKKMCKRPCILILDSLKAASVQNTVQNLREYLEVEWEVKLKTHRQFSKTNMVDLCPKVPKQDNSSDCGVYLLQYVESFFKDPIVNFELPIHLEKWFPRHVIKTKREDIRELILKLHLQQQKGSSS
HKDC1 inh: inhibitors of human hexokinase HKDC1. 340,000 compounds, 0.16% hits. Q2TB90. inhibition, % at 20 µM. recombinant HKDC1, G6PDH/diaphorase resazurin coupled fluorescence. AID 493160;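 active = inhibition above about 35% when tested at 20 µM, limit read from the data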;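 note: plate controls were DMSO wells with enzyme for no effect and DMSO wells lacking enzyme for full effect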
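Material: recombinant HKDC1 hexokinase; Amount: HKDC1 at 5 µg/mL; Medium: Tris pH 8.0 buffer with MgCl2, Tween-20, BSA, BME; Schedule: 90 min reaction incubation at room temperature, dark; Technique: coupled resazurin fluorescence, excitation 525 nm, emission 613 nm.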
* hit, by the source's call. Cut-off read from the data, not from the text of the source, unless noted: active = inhibition above about 50%; inactive = the rest. Rows are unselected (roughly 3.6% active in at least one column).

SMILES | UBC13 polyUb | Apaf-1 inh | Jurkat NFkB inh | Gli-Sufu block | 697 NFkB inh | SENP8 block | SENP7 inh | HKDC1 inh
Cc1ccc([C@@H]2[C@@H]3C(=O)N(C)C(=O)[C@@H]3[C@]3(C)C(=O)N(Cc4ccccn4)CC(=O)N23)o1 | 3.5 | 1.2 | 0.2 | -4.6 | -14.3 | 1.6 | 27.6 | 8.5
Cc1ccc(S(=O)(=O)N2CCC(N3CCN(C)CC3)CC2)cc1Cl | 4.3 | 1.7 | -29.3 | 23.4 | -29.5 | 7.7 | 0.0 | -6.2
CC1(C)Cc2ccccc2C(/C(=N\Nc2cccc(Cl)c2)C(N)=O)=N1 | 4.9 | 18.1 | 8.3 | 9.7 | -16.7 | 2.7 | -1.7 | -8.2
Cc1ccc(C(=O)N/N=c2\sc3ccccc3n2C)cc1 | -11.8 | 5.6 | 0.5 | -13.5 | 10.5 | -14.6 | -2.8 | -1.2
C=CCN(c1cccc(C(F)(F)F)c1)S(=O)(=O)c1cccc(C(=O)OCC(=O)NC(N)=O)c1 | -3.3 | 10.1 | -12.8 | 4.6 | -49.8 | -7.5 | -12.0 | -5.6
COc1cccc(C(=O)CN2C(=O)C(C)(C)Oc3ccc(C(=O)N4CCOCC4)cc32)c1 | 6.3 | -1.1 | 14.7 | -4.5 | 17.6 | 3.5 | 2.4 | -4.0
COc1cccc(-c2nnn(CC(=O)N3CCC(C)CC3)n2)c1 | 1.3 | -1.9 | -10.9 | -8.3 | -13.6 | 2.0 | 1.3 | -6.4
Cc1ccc(NC(=O)CCC(=O)NNC(=O)NC2CCCCC2)c(C)c1 | 14.5 | -5.6 | 4.6 | -1.4 | 2.9 | -1.9 | 1.6 | 8.2
Nc1cc(=O)[nH]c(SCC(=O)NCCC2=CCCCC2)n1 | 1.2 | 1.9 | 2.2 | 6.8 | -2.5 | -0.9 | 3.1 | -6.6
Cc1cc(S(=O)(=O)NC2CCCCC2)ccc1OCC(=O)NCc1cccnc1 | 7.2 | -5.7 | -6.4 | -4.8 | 2.3 | 2.1 | -2.9 | -13.0
Cn1c(CCn2ccccc2=O)nc2cc(NC(=O)COc3ccccc3)ccc21 | -21.0 | 14.5 | -4.7 | -7.2 | -11.1 | 3.5 | 6.0 | 2.1
CC(C)[C@H](NC(=O)NCCc1ccc(F)cc1)C(=O)O | 1.8 | 7.9 | 15.4 | 3.0 | 0.5 | -16.1 | -11.9 | -4.9
O=C(C1CCN(S(=O)(=O)c2ccccc2F)CC1)N1CCN(Cc2ccc3c(c2)OCO3)CC1 | -12.2 | 2.0 | 4.5 | 1.7 | 1.3 | -3.5 | -6.5 | 0.7
CC(=O)c1cccc(NC(=O)COC(=O)c2ccccc2C)c1 | -1.3 | -6.0 | -69.6 | -16.3 | -28.7 | -5.2 | -14.4 | -4.1
COc1ccc(C(=O)NCC(=O)OCc2ccc(F)cc2)cc1 | 4.9 | -0.6 | 24.1 | 0.9 | 21.4 | 0.8 | 4.0 | -5.4
CN(CC(=O)N1CCCCCC1)S(=O)(=O)c1ccc(Br)cc1 | 0.6 | 8.5 | 6.1 | -1.9 | 14.5 | 0.9 | -3.0 | -2.3
COc1cc(NC2c3ccccc3C(=O)N2Cc2ccc3c(c2)OCO3)cc(OC)c1OC (stereo not given) | 1.0 | 18.2 | -1.8 | -3.8 | -9.0 | -10.7 | -6.7 | 2.3
O=C(Oc1ccc(C(=S)N2CCOCC2)cc1)c1cccc(Cl)c1 | 1.5 | -2.2 | 6.5 | 21.3 | 1.9 | -31.7 | -5.9 | -6.3
COc1ccccc1CNC(=O)C/C(C)=N/NC(=O)Cc1ccc(OC)c(OC)c1 | -0.8 | 6.1 | 3.5 | 1.7 | -6.8 | -4.1 | -7.3 | -8.0
O=C(/C=C/c1cccs1)c1cc(Cl)ccc1OC(=O)N1CCOCC1 | 1.4 | 20.1 | 15.6 | -1.5 | 6.2 | 0.4 | -6.1 | 9.6
CCCC(CCC)C(=O)Nc1c[nH]c(=O)[nH]c1=O | 1.6 | -17.5 | 8.1 | 5.2 | 12.0 | -3.0 | 0.4 | -3.7
NC(=O)C1CCN(C(=O)CSc2nc3ccccc3[nH]2)CC1 | 9.5 | -2.4 | -5.1 | -5.8 | 0.9 | 1.2 | -3.8 | -3.5
Cc1ccc(-n2nnnc2SCC(=O)NNC(=O)c2ccco2)c(C)c1 | 9.4 | -17.6 | -2.6 | -0.5 | 10.7 | -2.9 | -0.4 | -8.0
O=C(CCOc1ccccc1)Nc1ccnn1C1CCN(Cc2ccccc2)CC1 | 7.4 | 6.9 | -1.4 | 14.9 | 4.8 | 2.0 | 0.4 | -6.6
COc1cc2nc(NC(=O)c3ccc(Cl)cc3)sc(=O)c2cc1OC | 13.4 | 9.6 | -3.2 | 6.1 | 8.3 | -19.6 | -12.1 | 7.1
SMILES | UBC13 polyUb | Apaf-1 inh | Jurkat NFkB inh | Gli-Sufu block | 697 NFkB inh | SENP8 block | SENP7 inh | HKDC1 inh
NC1=NC(=O)/C(=C\c2cccnc2)S1 | -11.4 | -3.9 | 11.0 | -5.6 | -17.5 | 2.7 | 5.3 | -7.9
C[C@H](CO)N1C[C@H](C)[C@@H](CN(C)S(=O)(=O)c2cn(C)cn2)Oc2ccc(NC(=O)NC3CCCCC3)cc2C1=O | -3.6 | -4.2 | -5.8 | -20.3 | 3.9 | -7.7 | -7.9 | 1.8
COc1ccc(C(=O)OCC(=O)Nc2ccc3[nH]c(=O)[nH]c3c2)c(OC)c1OC | -1.4 | -10.1 | 14.1 | -1.8 | 21.0 | 2.1 | 3.3 | -0.4
Cc1cc(C)c(C)c(S(=O)(=O)N2CCN(C(=O)c3cc(=O)[nH]c4ccccc34)CC2)c1C | 6.8 | -5.6 | 22.5 | -7.5 | 32.9 | 10.5 | -2.2 | 6.6
COc1ccccc1N1CCN(Cc2cnc3ccc(Cl)cn23)CC1 | -6.9 | 9.4 | 8.6 | 1.9 | -18.8 | -7.9 | -4.4 | -5.5
COC(=O)c1sc2ncccc2c1OCc1c(Cl)cccc1Cl | -5.3 | 1.5 | -16.1 | 11.2 | 5.9 | -13.5 | -2.9 | -1.6
Cc1cc2c(cc1C)N(C(=O)CN1C(=O)c3ccccc3C1=O)C(C)(C)c1ssc(=S)c1-2 | -26.1 | 12.7 | 2.2 | 3.5 | -5.5 | -14.5 | -1.8 | -4.5
CCOC(=O)c1ccccc1NC(=O)COC(=O)CN1C(=O)C2CC=CCC2C1=O (stereo not given) | -2.8 | 16.5 | 3.0 | -3.5 | 15.7 | 0.5 | 3.4 | 1.0
COc1ccccc1NC(=O)N1CCCC1C(=O)NCc1ccccc1 (stereo not given) | 8.2 | -1.6 | -22.3 | -3.9 | 5.2 | -1.9 | -0.2 | -2.6
Cc1cc(C(=O)Nc2ccc(Cl)cc2)on1 | -0.9 | -0.4 | -14.4 | 0.1 | 9.3 | -1.1 | 8.7 | 6.4
Cc1ccccc1NC(=O)CSc1[nH]c(=O)cc(C)c1C#N | -5.2 | 1.5 | 9.0 | -1.7 | 12.4 | 0.2 | -2.3 | 14.0
CC1CN(C(=O)c2ccc(Oc3ccccc3)cc2)CC(C)O1 (stereo not given) | -22.1 | -3.9 | -4.9 | -2.8 | 3.7 | -6.1 | -6.3 | -1.3
NC(=S)N/N=C1\CCOc2ccc(Cl)cc21 | -1.7 | 1.7 | 3.1 | 47.4 | -1.5 | -8.0 | -4.2 | -2.7
COc1ccc(OC)c(N(CC(=O)NCCSCc2ccc(C)cc2)S(C)(=O)=O)c1 | -5.4 | 7.4 | -22.2 | -4.6 | -7.9 | 3.6 | 14.5 | -0.2
CN1CCN(CC(=O)N2c3ccccc3C(C)(c3ccc(Cl)cc3)CC2(C)C)CC1 (stereo not given) | 19.1 | 4.5 | -14.9 | 10.6 | 18.8 | -5.1 | 2.0 | 0.1
COc1ccc(OC[C@@H](O)CNC(=O)c2cccc3c2C(=O)c2ccc(Cl)cc2S3(=O)=O)cc1 | -6.2 | 8.8 | -12.3 | -1.2 | -3.6 | -11.1 | -5.9 | 4.6
O=C(OCCc1cc2ccccc2c(=O)o1)c1ccco1 | 1.5 | -11.4 | -3.3 | -8.2 | -4.0 | -6.8 | 5.5 | -3.7
NCCCC[C@@H](C(=O)N1CCNCC1)n1cc(CCC(=O)O)nn1 | 4.7 | -7.6 | 20.2 | -8.6 | 14.2 | 2.7 | -8.6 | 1.4
Cc1ccc(S(=O)(=O)N2CCN(CC(=O)NC3CCCc4ccccc43)CC2)c(C)c1 (stereo not given) | 0.3 | 20.6 | -6.3 | -12.1 | 4.0 | 0.7 | 4.3 | -12.2
O=C1C2C3c4ccccc4C(c4ccccc43)C2C(=O)N1/N=C/c1cccc(O)c1 (stereo not given) | -5.6 | 24.8 | 3.8 | 1.6 | -16.9 | -2.6 | 6.4 | 5.6
C=CCOC(=O)C1=C[C@H](c2csc3ccccc23)C[C@H](OCc2ccc(CO)cc2)O1 | 7.9 | 20.9 | 9.6 | -4.4 | 5.5 | -5.4 | 0.0 | 0.1
Cc1ccc(CNC(=O)CN2CCCC(C)C2)cc1 (stereo not given) | -2.1 | -12.6 | -3.7 | -3.5 | 13.5 | -3.8 | -8.6 | -5.5
Cn1c2ccccc2c2cc(/C=N/NC(=O)c3cc(O)ccc3O)ccc21 | -0.9 | 31.8 | 22.3 | 40.8 | -31.2 | 21.4 | 8.5 | 15.9
CC(/C=N/N1CCN(Cc2ccccc2)CC1)=C\c1ccccc1 | 1.1 | 11.6 | 12.8 | 1.3 | 13.9 | -4.5 | 1.0 | -5.3
Cn1c(=O)[nH]c(=O)c2c1nc(N1CCOCC1)n2CCSc1nnnn1-c1ccccc1 | 16.4 | -22.4 | 11.8 | 3.0 | 38.2* | 0.9 | -1.7 | -3.1

Two successive records from above, for reference:
SMILES | UBC13 polyUb | Apaf-1 inh | Jurkat NFkB inh | Gli-Sufu block | 697 NFkB inh | SENP8 block | SENP7 inh | HKDC1 inh
CC(/C=N/N1CCN(Cc2ccccc2)CC1)=C\c1ccccc1 | 1.1 | 11.6 | 12.8 | 1.3 | 13.9 | -4.5 | 1.0 | -5.3
Cn1c(=O)[nH]c(=O)c2c1nc(N1CCOCC1)n2CCSc1nnnn1-c1ccccc1 | 16.4 | -22.4 | 11.8 | 3.0 | 38.2* | 0.9 | -1.7 | -3.1

Entries listed so far printed as active in 697 NFkB inh:
Molecule	UBC13 polyUb	Jurkat NFkB inh	697 NFkB inh	SENP7 inh	HKDC1 inh
Cn1c(=O)[nH]c(=O)c2c1nc(N1CCOCC1)n2CCSc1nnnn1-c1ccccc1	16.4	11.8	38.2*	-1.7	-3.1

Later entries
SMILES | UBC13 polyUb | Apaf-1 inh | Jurkat NFkB inh | Gli-Sufu block | 697 NFkB inh | SENP8 block | SENP7 inh | HKDC1 inh
Cc1cc(C)nc(SCC(=O)Nc2sc3c(c2C#N)CCC(C)C3)n1 (stereo not given) | 2.9 | 24.3 | 10.6 | 18.7 | -44.3 | 0.5 | 12.4 | 1.3
CCOc1ccc(OCC(=O)Nc2ccccc2C(F)(F)F)cc1 | 9.6 | 8.4 | 3.6 | -14.3 | -21.5 | 7.1 | -1.8 | 17.9
NNC(=O)c1cnn(-c2ccccc2)c1-n1cccc1 | -7.8 | -6.8 | -2.1 | -3.6 | 4.3 | 0.4 | 7.3 | -6.3
CC1CCCCN1C(=O)c1cc2ccccc2cc1O (stereo not given) | 5.1 | 5.7 | -2.7 | -7.4 | -16.6 | -2.4 | -2.1 | -3.5
O=C(CNc1ccccc1)NN=C1CCCC1 | -0.2 | -1.9 | -8.7 | -1.3 | 5.6 | -0.6 | 5.2 | 11.6
CCOC(=O)C1=CC[C@H]2c3c(c4ccccc4n3C)C(=O)C1N2C | 4.9 | -8.4 | 9.2 | -3.9 | 9.6 | 4.3 | -0.2 | 2.8
COCc1nnc(NC(=O)CCCOc2ccccc2)s1 | 3.3 | -7.1 | -0.7 | 4.6 | 5.8 | -0.9 | 2.0 | -3.7
CCOC(=O)c1cccc(NC(=O)C(NS(=O)(=O)c2ccc3c(c2)CCN3C(C)=O)C(C)C)c1 (stereo not given) | 5.5 | -3.6 | -32.3 | -28.4 | -8.0 | -0.1 | 0.5 | 0.2

From PubChem BioAssay
